Pol iota inh = DNA polymerase iota (human) inhibition; Q9UNA4; Pol iota fluorescent replication assay, 10 min; Potency, µM (series often up to 115 µM), inactives show top-dose activity, negative = inhibition, usual class: inhibitors; 390,000 compounds, 1% hits
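Fluorescent replication assay read twice, at 0 min and 10 min after adding 50 nM (final) substrate. Enzyme (10 nM) and compounds were first incubated 15 min at room temperature; enzyme-free buffer wells were negative controls.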
Pol eta inh = inhibitors of human DNA polymerase eta | Q9Y253 | recombinant Pol eta, fluorescent DNA replication assay | Potency, µM (titrated, usually from 114 µM), for inactives: at the highest dose activity change, negative = inhibition, actives largely listed as inhibitors | 390,000 compounds, 1.2% hits | AID 588591; also: % is scaled to controls: 0 for no effect and ±100 for the full control effect
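Pol eta (10 nM) was preincubated with compounds for 15 min at room temperature, after which fluorescent replication substrate (50 nM final) was added to start the reaction. Fluorescence was read kinetically at 0 and 10 min.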
POLK inh = blocks human DNA polymerase kappa activity; 400,000 compounds, 0.53% hits; Q9UBT6; Potency, µM (doses to about 107 µM), for the others: top-dose activity, negative = inhibition, usual class: inhibitors; purified Pol kappa, fluorescent DNA synthesis assay, 10 min; also: % is scaled to controls: 0 for no effect and ±100 for the full control effect
Target sequence (Q9UBT6 whole entry, looked up): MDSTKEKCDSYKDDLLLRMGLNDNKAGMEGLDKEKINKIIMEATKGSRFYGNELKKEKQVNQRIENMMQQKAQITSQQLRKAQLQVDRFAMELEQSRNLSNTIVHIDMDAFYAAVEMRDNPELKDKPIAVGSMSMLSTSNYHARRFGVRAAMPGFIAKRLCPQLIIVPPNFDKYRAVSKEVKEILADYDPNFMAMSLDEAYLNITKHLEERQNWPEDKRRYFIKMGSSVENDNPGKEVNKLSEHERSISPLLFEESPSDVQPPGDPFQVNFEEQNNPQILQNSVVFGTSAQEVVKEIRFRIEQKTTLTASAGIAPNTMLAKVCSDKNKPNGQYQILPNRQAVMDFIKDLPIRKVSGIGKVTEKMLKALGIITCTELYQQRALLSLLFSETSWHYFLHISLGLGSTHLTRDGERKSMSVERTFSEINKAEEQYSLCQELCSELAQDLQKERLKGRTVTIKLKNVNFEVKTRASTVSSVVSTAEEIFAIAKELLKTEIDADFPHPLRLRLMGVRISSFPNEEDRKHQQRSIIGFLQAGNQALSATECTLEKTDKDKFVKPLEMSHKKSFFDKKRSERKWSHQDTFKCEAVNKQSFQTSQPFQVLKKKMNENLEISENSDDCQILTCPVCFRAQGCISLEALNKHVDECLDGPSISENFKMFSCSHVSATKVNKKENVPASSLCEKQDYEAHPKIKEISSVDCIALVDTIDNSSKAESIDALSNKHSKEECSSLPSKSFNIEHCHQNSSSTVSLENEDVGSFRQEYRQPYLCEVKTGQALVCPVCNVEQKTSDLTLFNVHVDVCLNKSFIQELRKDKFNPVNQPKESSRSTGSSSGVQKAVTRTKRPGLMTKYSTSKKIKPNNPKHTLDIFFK
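Activity was followed as the change in fluorescence between reads at 0 and 10 min after starting the reaction with 50 nM substrate. Beforehand, 10 nM polymerase had been preincubated with compound for 15 min at room temperature.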
An asterisk follows results filed as active; ? = inconclusive; & = joins results of further samples; [ ] = dose if it differs, or a comment. Calls follow the shape of the dose curve; as a rule, active = well fitted inhibition curve with a large enough effect; inconclusive = small, poorly fitted or top-dose-only effect, or another doubt; inactive = no such curve, though single readings can be large or run the other way. Potency is read from the fitted curve at half-maximal effect. Only part of the results is shown. The share of hits here may be higher or lower than overall.

POLK inh	Pol iota inh	Pol eta inh	Structure
-14%	-12%	-19%	COc1cccc(CC(=O)Nc2ccc(N3CCOCC3)c(S(=O)(=O)Nc3ccccc3OC)c2)c1
-12%	8%	-15%	CC(C)(C)c1cc(C2COC(=O)COCCOCC(=O)OCCOCCO2)cc(C(C)(C)C)c1O (stereo unspecified)
-6%	-24%[58.9 µM]	-11%	O=c1[nH]cnc2ncc(-c3ccc(O)cc3)nc12
-2%	6%	-7%	Cc1ccc(S(=O)(=O)n2cc(CO)c3ccccc32)cc1
-5%	36%[activator]	-4%	CC1(C)C2CC[C@]3(C)C(CC=C4[C@@H]5C[C@](C)(CO)CC[C@]5(C(=O)O)CC[C@]43C)[C@@]2(C)CC[C@@H]1O (stereo partly specified)
-14%	7.9µM*	32µM*	O=C1C(O)=C(O)C(=O)c2ccccc21
-7%	20%	?	O=C(Nc1c(Br)cc2c(c1Br)Cc1cc([N+](=O)[O-])ccc1-2)C(Cl)Cl
-9%	5%	-19%	COc1cccc(C2c3cc4c(cc3OC(N3CCOCC3)C2C)OCO4)c1O (stereo unspecified)
-16%	10%	?	CCCc1cc(=O)[nH]c(SCC(=O)Nc2cc(S(=O)(=O)N3CCCCC3)ccc2Cl)n1
-16%	?	-2%	O=C(CCl)N(O)c1ccc(C=Cc2ccccc2)cc1
6%	85%[activator]	-23%	Nc1[nH]c(=O)nc(Nc2ccccc2)c1N=O
1%	18%	-7%	COc1ccc(C(=O)Nc2cccc(NC(=O)c3ccc(OC)cc3OC)n2)c(OC)c1
1%	0%	-10%	CCCCn1c(N)c(N(CC(C)C)C(=O)c2cc(-c3ccc(OC)cc3)nc3ccccc23)c(=O)[nH]c1=O
4%	14%	-7%	O=C(Nc1cccc2cccnc12)c1ccccc1Br
-19%	2%	-14%	CCOc1cc(N2CCOCC2)c(OCC)cc1NC(=O)CN1C(=O)NC(CC)(c2ccc(F)cc2)C1=O (stereo unspecified)
-11%	-13%	-10%	CC(=O)OC1CCC2(C)C(CCC3C2CC(=NO)C2(C)C(C(C)OC(C)=O)CCC32)C1 (stereo unspecified)
-15%	?	40µM*	CCOP(=O)(OCC)C(C#N)=C1SCN(c2ccccc2)CS1
-6%	-5%	1%	COC(=O)/C=C1/SC(=NC(=O)c2ccc(Cl)cc2)NC1=O
-17%	1%	-13%	COc1ccc2nc(NN=C(C)c3ccccn3)cc(C)c2c1
-21%	31%[activator]	-15%	COC(=O)c1c[nH]c(=S)n1Cc1ccccc1

Quoted at random: 7 compounds from above, in no set order.
POLK inh	Pol iota inh	Pol eta inh	Structure
-7%	20%	?	O=C(Nc1c(Br)cc2c(c1Br)Cc1cc([N+](=O)[O-])ccc1-2)C(Cl)Cl
6%	85%[activator]	-23%	Nc1[nH]c(=O)nc(Nc2ccccc2)c1N=O
-6%	-24%[58.9 µM]	-11%	O=c1[nH]cnc2ncc(-c3ccc(O)cc3)nc12
-19%	2%	-14%	CCOc1cc(N2CCOCC2)c(OCC)cc1NC(=O)CN1C(=O)NC(CC)(c2ccc(F)cc2)C1=O (stereo unspecified)
-21%	31%[activator]	-15%	COC(=O)c1c[nH]c(=S)n1Cc1ccccc1
-5%	36%[activator]	-4%	CC1(C)C2CC[C@]3(C)C(CC=C4[C@@H]5C[C@](C)(CO)CC[C@]5(C(=O)O)CC[C@]43C)[C@@]2(C)CC[C@@H]1O (stereo partly specified)
-14%	7.9µM*	32µM*	O=C1C(O)=C(O)C(=O)c2ccccc21

(listing goes on)
POLK inh	Pol iota inh	Pol eta inh	Structure
3%	25%	-18%	COC(=O)c1cc2c(n(Cc3ccccc3)c1=O)CCCC2=O
2%	33%[activator]	-9%	Nn1c(Cc2ccccc2)nnc1Cc1ccccc1
13%	10%	-8%	CCN1C[C@@H]2[C@@H]3C(=O)N(Cc4ccccc4)C(=O)[C@@H]3[C@](Cc3ccccc3)(C1=O)N2C(=O)c1ccccc1
-5%	6%	2%	O=c1cc(-c2ccccc2)oc2ccc(Cl)cc12
2%	14%	16%	O=C(c1cc2nc(-c3ccccc3)cc(C(F)(F)F)n2n1)N1CCCC1
-12%	7%	-18%	CCN1CCN(c2ccc(S(=O)(=O)N3CCCCC3)cc2NC(=O)/C=C/c2ccc(Cl)cc2)CC1
?	-5%	?	Cc1ccc(NC(=O)C(C)OC(=O)C2CC3CCCC(C2)C3=O)cc1S(=O)(=O)N1CCOCC1 (stereo unspecified)
0%	?	?	O=C(O)CC/C(=C/c1cccc(NC(=O)c2ccccc2Cl)c1)c1nc2ccccc2s1
1%	60%[activator]	-15%	Cc1ccc(CNC(=O)c2ccc(C)s2)cc1
-21%	-7%	-5%	Cn1c(N2CCC(C(N)=O)CC2)nc2c1c(=O)n(Cc1ccc(Br)cc1)c(=O)n2C
-3%	3%	-10%	COc1ccc(C(=O)CC(=O)c2ccccc2)cc1
-5%	4%	-17%	COc1ccccc1C(O)(c1ccccc1)c1ccccc1OC
-14%	18%	3%	O=C(CSc1nc2[nH]c(=O)cc(O)c2s1)Nc1nncs1
-15%	40%[activator]	-17%	CN1CCC(n2[nH]c(-c3ccccc3)c(Cc3ccccc3)c2=O)CC1
0%	44%[activator]	-16%	CCCn1c(C)c(C(=O)OCC)c(O)c(-c2ccccc2)c1=O
-30%	?	-10%	CN1C[C@@H]2[C@@H]3C(=O)N(C)C(=O)[C@@H]3[C@](Cc3ccccc3)(C1=O)N2C(=O)c1ccc(F)cc1
-9%	54%[activator]	-6%	CCCc1nc(SCC(=O)c2ccc3c(c2)NC(=O)CO3)[nH]c(=O)c1CC
9%	78%[activator]	-14%	CCC(C(=O)NCCc1ccc(S(N)(=O)=O)cc1)c1ccccc1 (stereo unspecified)
-1%	19%	-16%	CC1(C)C(=O)C=CC(=O)C(C)(C)C(=O)C=CC(=O)C(C)(C)C2=CC=C(O2)C(C)(C)C(=O)C=CC1=O
-15%	-20%	-6%	CCOC(=O)[C@@H]1[C@H]2COc3ccccc3[C@@H]2N2C(=O)N(c3ccc(OC)cc3)C(=O)[C@]12C
-3%	49%[activator]	-22%	CCOC(=O)C1C(=O)NC(C(=O)OCC)(C(=O)OCC)C1C(C)CC (stereo unspecified)
-23%	-8%	?	CSc1nc(SCC(=O)NCc2ccco2)c2c3c(sc2n1)CN(C)CC3
-4%	-6%	-21%	O=C(NN1CCCCCC1)c1ccccc1F
1%	45%[activator]	-12%	COc1ccccc1C(CNC(=O)CNC(=O)c1cccc(Cl)c1)N1CCCC1 (stereo unspecified)
-5%	-16%	-19%	O=C(NCCN1CCOCC1)c1cc(-c2cccs2)nc2ccccc12
-3%	-3%	-23%	C=CCN(CC=C)c1ncnc2[nH]ncc12
-5%	30%	-4%	CN(Cc1ccccc1)C(=O)c1ccc(NC(=O)Cc2ccc(NC(=O)C3CCCN(C(=O)c4ccccc4)C3)cc2)cc1 (stereo unspecified)
-5%	15%	-7%	Cn1c(=O)c2[nH]c(SCc3cccnc3)nc2n(C)c1=S
2%	1%	-4%	CN(C(=O)c1cccc(NC(=O)Cc2ccc(NC(=O)C3CCCN(C(=O)C4CCC4)C3)cc2)c1)C1CC1 (stereo unspecified)
-22%	?	-12%	CN(CCCC(=O)O)c1ccc(N=Nc2ccc([N+](=O)[O-])cc2)cc1
4%	22%	-12%	Cc1cc(C)cc(-c2nnc(SCC(=O)NCC3CCCO3)o2)c1 (stereo unspecified)
7%	6%	-21%	Cc1ccc(C#N)c(SCc2cccc(Br)c2)n1
-35%	45µM*	?	CC(C)(O)c1ccccc1CC[C@@H](SCC1(CC(=O)O)CC1)c1cccc(/C=C/c2ccc3ccc(Cl)cc3n2)c1
5%	14%	-25%	Cc1ccc2c(c1)-c1cc(C)ccc1C2=O
-1%	13%	-12%	CC(C)N(Cc1nccn1C)C(=O)c1cc(COc2ccc(-n3cncn3)cc2)on1
1%	5%	-12%	COC(=O)c1sc(NC(=O)CSc2nc3nc(C)cc(C)n3n2)c(C(=O)OC)c1C
-1%	-3%	-13%	CC(=O)OC(=C(OC(C)=O)c1ccccc1)c1ccccc1
-3%	13%	-11%	O=C(Cc1cccc(NC(=O)C2CCCN(C(=O)C3CC3)C2)c1)Nc1ccc(C(=O)N2CCOCC2)cc1 (stereo unspecified)
-14%	1%	-1%	CCCCN1C[C@H](CO)Oc2cccc(F)c2S1(=O)=O
-6%	24%	2%	COc1ccc(C(=O)Nc2ccc(Nc3ccccc3)cc2)cc1Br

Reprinted from the part before: 2 compounds, followed by the next part.
POLK inh	Pol iota inh	Pol eta inh	Structure
-14%	1%	-1%	CCCCN1C[C@H](CO)Oc2cccc(F)c2S1(=O)=O
-6%	24%	2%	COc1ccc(C(=O)Nc2ccc(Nc3ccccc3)cc2)cc1Br
-12%	14%	-9%	COc1ccc(S(=O)(=O)N2C[C@H]3CON(C)[C@H]3C[C@H]2c2cccc(Br)c2)cc1
-4%	6%[58.9 µM]	-9%	CN(C)c1cc(-c2cccc(C(F)(F)F)c2)oc(=O)c1Cl
4%	21%	-27%	O=C(NN=Cc1ccc(O)cc1)C(=O)NN=Cc1ccc(O)cc1
24%	11%	-14%	O=C(Cc1ccc(NC(=O)C2CCCN(C(=O)c3ccccc3)C2)cc1)Nc1ccc(C(=O)N2CCOCC2)cc1 (stereo unspecified)
0%	14%	-11%	CN(C)Cc1cc(C(C)(C)c2ccccc2)ccc1O
-6%	1%[58.9 µM]	-22%	Cc1cc(C)c(S(=O)(=O)Nc2ccc(C(=O)O)cc2)cc1S(=O)(=O)Nc1ccc(C(=O)O)cc1
-27%	26%	-1%	O=S(=O)(c1ccccc1)N1CCNc2ccccc21
-24%	13%	-8%	COc1cc(C=CC(=O)OCC=Cc2ccc3c(c2)OCO3)cc(OC)c1OC
-7%	15%	-16%	CCOC(=O)c1c(NC(=O)CN2C(=O)N(C)C3(CCCCC3)C2=O)sc(C(=O)N(C)C)c1C
-6%&-25%	-13%&48%	-12%	CCCCN1CC[C@H]2C=CC[C@@H](C(=O)N3CCOCC3)[C@H]2C1=O
-4%	9%	-15%	CN(C)C(CNC(=O)c1cc(S(=O)(=O)N(C)c2ccc(F)cc2)ccc1Cl)c1cccs1 (stereo unspecified)
2%	18%	-19%	COc1cc(OC)c(C(=O)OCC(=O)Nc2cccc(S(=O)(=O)NC3=NCCCCC3)c2)cc1OC
6%	2%	-9%	CCOC(=O)c1cc(-c2ccccc2)sc1NC(=O)CN1C(=O)c2ccccc2C1=O
3%	30%	-12%	CCCCC(=O)NC(c1ccc(Cl)cc1)c1ccc2cccnc2c1O (stereo unspecified)
7%	39%[activator]	-6%	CCN1CCC(O)(C(C(=O)OC)c2ccccc2)CC1 (stereo unspecified)
-6%	-6%	-12%	CCOc1cc(/C=C2\N=C(C)OC2=O)cc(Cl)c1OCC(=O)OC
-11%	19%	-10%	CC(C)Cn1cnc2c(SCc3ccccc3)nc(N)nc21
8%	6%	-5%	CCOC(=O)c1c(N)sc(C(=O)N2CCCC(C(N)=O)C2)c1C (stereo unspecified)
-2%	38%	-19%	O=C(Cc1cccc(NC(=O)C2CCCN(C(=O)C3CCCC3)C2)c1)Nc1cccc(C(=O)N2CCCCC2)c1 (stereo unspecified)
-25%	3%	-1%	CC(=O)OC[C@H]1O[C@@H](Oc2cc3ccc(=O)oc3cc2OC(C)=O)[C@H](OC(C)=O)[C@@H](OC(C)=O)[C@@H]1OC(C)=O
-13%	64%[activator]	-20%	O=C(NNC(=O)c1cccc2ccccc12)c1ccc(Cl)c(Cl)c1
-8%	7%	-19%	COc1ccc(/C=C/c2nc3sc4c(c3c(=O)o2)CCC4)cc1
3%	-10%	-3%	COc1ccc(-c2noc3c2-c2nc(-c4ccccc4)sc2CC3)cc1
-4%	-11%	?	Cc1c2cnccc2c(C)c2c1oc1ccccc12
-8%	-13%	-16%	CCCc1nnn(S(=O)(=O)c2ccc([N+](=O)[O-])cc2)c1CCC
-11%	12%	-4%	S=c1[nH]nc(SCc2ccccc2)c2[nH]cnc12
0%	13%	-6%	CN(C(=O)c1cccc(NC(=O)Cc2cccc(NC(=O)C3CCCN(C(=O)C4CCCCC4)C3)c2)c1)C1CC1 (stereo unspecified)
11%	-11%	-15%	CC(C)(C)OC(=O)N(CCc1ccccc1)Cc1ccccc1OCc1cccc(NC(=O)C2CCC2)c1
0%	-5%	-11%	Cc1ccc(S(=O)(=O)NC(=O)N2CCCC2)cc1
-2%	-8%	-5%	CCn1c(-c2cc(Br)ccc2O)n[nH]c1=S
-28%	?	?	COc1ccccc1C=C1SC(=S)NC1=O
4%	10%	0%	CN(CC(=O)Nc1c(Cl)cccc1Cl)C(=O)CNC(=O)c1sc2ccccc2c1Cl
-4%	11%	-11%	CCN(c1ccccc1)S(=O)(=O)c1ccc(Cl)c(NC(=O)CN(C)Cc2cccc(F)c2)c1
8.9µM*	11µM*	3.5µM*	CNc1c2cccc(C)c2nc2c(C(=O)NCCN(C)C)cccc12
-17%	14%	1%	CCOC(=O)C1=C(COC(=O)c2ccc(Cl)nc2)NC(=O)NC1C (stereo unspecified)
-5%	16%	-1%	COc1ccc(C=C2NC(=S)NC2=O)cc1

Assay outcomes deposited in PubChem by National Center for Advancing Translational Sciences (NCATS).
